12-LOX inh: ALOX12 (human) lipoxygenase inhibition; P18054; purified 12hLO, xylenol orange hydroperoxide absorbance; Potency, µM (titrated, usually from 108 µM), for inactives: at the top dose activity change, negative = inhibition, most hits filed as inhibitors; 1.1% of 580,000 active
Target sequence (P18054 whole entry, looked up): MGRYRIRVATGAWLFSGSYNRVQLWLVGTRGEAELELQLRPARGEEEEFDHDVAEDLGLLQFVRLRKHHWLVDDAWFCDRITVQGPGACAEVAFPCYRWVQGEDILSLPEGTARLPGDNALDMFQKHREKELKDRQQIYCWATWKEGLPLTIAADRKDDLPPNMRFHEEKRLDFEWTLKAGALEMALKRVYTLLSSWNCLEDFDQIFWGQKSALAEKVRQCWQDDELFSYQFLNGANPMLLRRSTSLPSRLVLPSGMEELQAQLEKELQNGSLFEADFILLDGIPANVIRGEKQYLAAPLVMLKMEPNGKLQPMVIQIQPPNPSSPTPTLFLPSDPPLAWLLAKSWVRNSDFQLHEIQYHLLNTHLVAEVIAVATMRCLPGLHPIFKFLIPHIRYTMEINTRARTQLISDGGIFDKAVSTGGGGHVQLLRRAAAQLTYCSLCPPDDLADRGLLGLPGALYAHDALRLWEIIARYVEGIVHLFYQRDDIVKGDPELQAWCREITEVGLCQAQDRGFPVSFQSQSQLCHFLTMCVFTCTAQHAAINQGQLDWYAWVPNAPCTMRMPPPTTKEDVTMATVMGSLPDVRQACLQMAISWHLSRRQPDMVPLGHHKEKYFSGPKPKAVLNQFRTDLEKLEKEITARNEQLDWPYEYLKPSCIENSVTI
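Hydroperoxide product was detected by ferrous iron/xylenol orange as the 573 to 405 nm absorbance ratio. Arachidonic acid at 40 uM (final) was turned over for 30 min at room temperature by 150 nM human 12hLO, pH 7.0 Hepes buffer, after 15 min compound preincubation.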
Vif-A3G inh: inhibitors of Vif-APOBEC3G interaction; Q9HC16; HeLa A3G-eYFP + Vif (tagged APOBEC3G with the HIV-1 protein that degrades it), YFP fluorescence, overnight; Potency, µM (series often up to 46.1 µM), inactives show at the top dose activity, negative = active, hits mostly inhibitors; 0.076% of 410,000 active;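 note: nearly all actives have a fitted effect of over 60% in size; hits raise eYFP signal because A3G escapes Vif-driven loss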
Target sequence (Q9HC16 whole entry, looked up): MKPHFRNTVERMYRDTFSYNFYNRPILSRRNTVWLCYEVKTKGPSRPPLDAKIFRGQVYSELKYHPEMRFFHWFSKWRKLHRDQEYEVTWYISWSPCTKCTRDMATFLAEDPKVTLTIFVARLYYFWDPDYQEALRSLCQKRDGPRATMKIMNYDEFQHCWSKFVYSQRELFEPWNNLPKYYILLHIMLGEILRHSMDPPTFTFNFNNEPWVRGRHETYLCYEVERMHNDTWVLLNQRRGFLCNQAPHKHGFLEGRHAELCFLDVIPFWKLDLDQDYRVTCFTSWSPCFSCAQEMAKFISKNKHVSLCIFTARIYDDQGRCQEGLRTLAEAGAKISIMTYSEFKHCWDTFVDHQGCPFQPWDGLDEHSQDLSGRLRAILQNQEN
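HeLa cells stably expressing Vif and C-terminally eYFP-tagged A3G, seeded overnight at 37 deg C, then exposed to compound by pintool overnight at 37 deg C. Rise in yellow fluorescence (Ex 488/Em 500-530, Acumen) marks blocked Vif-driven A3G degradation.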
Starred values were filed as active, the others as inactive; ? = inconclusive; [ ] = dose if it differs, or a comment. Calls come from the whole dose curve; as a rule, active = well fitted curve in the direction sought with a large enough effect; inconclusive = small, poorly fitted or top-dose-only effect, or another doubt; inactive = no such curve, though single readings can be large; an effect the other way counts as inactive or inconclusive. % is set by controls: 0 for no effect and ±100 for the full control effect; potency is the fitted concentration of half-maximal effect.

Each structure is followed by: 12-LOX inh	Vif-A3G inh
> CN(C)c1ccc(-c2ccnc3c2CC(C)(C(=O)NCC2CC2)O3)cc1 (configuration not stated)
 : ?	-2.5%
> CCC(=O)N1CCC1(C)C(=O)Nc1nccs1 (configuration not stated)
 : 2.2%	2.2%
> CCC(c1nnnn1-c1c(C)cccc1C)N1CCN(C/C=C/c2ccccc2)CC1 (configuration not stated)
 : -11.2%	-2.4%
> O=C(c1[nH]c(C(F)(F)F)nc1-c1ccccc1)N1CCN(c2ncc(C(F)(F)F)cc2Cl)CC1
 : -27.2%	-6.4%
> CC(=O)N1CCCC(c2cc(C(=O)Nc3ccccc3)no2)C1 (configuration not stated)
 : -12.9%	0.7%
> COC(=O)[C@H](Cc1ccccc1)NC(=O)/C=C/[C@H]1O[C@@H](n2cc(C)c(=O)[nH]c2=O)C[C@@H]1O
 : 0.0%	-1.0%
> COc1cc(CN2C[C@@H](CO)O[C@@H](n3cnc4c(NCc5ccco5)ncnc43)C2)cc(OC)c1OC
 : -22.1%	0.3%
> CC1(C(=O)NC2CCN(Cc3ccccc3)CC2)CCN1Cc1ccc2ccccc2c1 (configuration not stated)
 : 4.1%	-0.5%
> CC(C)C(=O)N1CCC1(C)C(=O)Nc1ccc(-n2cccc2)cc1 (configuration not stated)
 : 7.7%	-0.9%
> Cc1cc(F)ccc1-c1cc(C(=O)NC2CCCCC2)[nH]n1
 : 0.8%	-4.0%
> Cc1ccc(NC(=O)C2(C)CCN2C(=O)Cc2ccc(-c3ccccc3)cc2)cc1 (configuration not stated)
 : -24.7%	-0.1%
> Cc1ccc(S(=O)(=O)Nc2ccc3c(c2)C(=O)c2ccccc2-3)cc1
 : ?	?
> Cn1nc(C(C)(C)C)cc1N1C(=O)CCC1(C)C(=O)NC1CCCCC1 (configuration not stated)
 : -15.2%	-1.4%
> Cc1cccc(-c2noc(-c3csc([C@@H]4C[C@H](O)[C@@H](CO)O4)n3)n2)c1
 : 14.8%	1.2%
> OC[C@@H]1CN(Cc2ccc(F)cc2)C[C@H](n2cnc3c(NC4CCCC4)ncnc32)O1
 : -6.4%	-3.9%
> CC(=O)NCCNc1nc(NC(C)C)nc2cc(-c3ccccc3)sc12
 : ?	-4.8%
> Cn1c(NCCOc2ccccc2)nc2cc(-c3ccc(F)cc3)sc2c1=O
 : -0.7%	-15.4%
> CCc1nc2ccc(C(=O)NC3CCN(Cc4ccccc4)CC3)cn2c1N(CC)Cc1cccc(Br)c1
 : -2.6%	-5.5%
> CC1CC(C)CN(C(C(=O)NC2CCCCC2)c2ccnc3ccccc23)C1 (configuration not stated)
 : ?	-2.7%
> COc1cccc(C(O)c2nc(-c3cccc(NC(C)=O)c3)cs2)c1 (configuration not stated)
 : 9.1%	-3.5%
> CC(C)(C)S(=O)N1Cc2cc(C(=O)NCCCN3CCOCC3)nc(-c3cccc(-c4cc5ccccc5o4)c3)c2[C@@H]1CCO (some centres not stated)
 : -23.6%	-10.4%
> Cc1ccc(-c2c(C#N)c(N)n(-c3ccccc3C)c(=O)c2C#N)cc1
 : -23.1%	-1.1%
> COc1ccc(-c2csc(C(C)(NC(C)=O)c3ccc(OC)cc3)n2)cc1 (configuration not stated)
 : ?	-0.2%
> COc1ccc(CN2C[C@@H](CO)O[C@@H](n3cnc4c(N5CCCC5)ncnc43)C2)cc1
 : -3.2%	-0.5%
> CCOC(=O)N(C)c1c(CC)nc2c(OCc3ccccc3OC)cccn12
 : 9.9%	-1.2%
> CC(C)N(C)c1ncnc2c1ncn2[C@H]1CN(C2CCCC2)C[C@@H](CO)O1
 : -18.0%	-0.3%
> O=C(Nc1cccc2cccnc12)c1csc([C@@H]2O[C@H](CO)[C@H](O)[C@H](O)[C@H]2O)n1
 : 37.6%[activator]	0.6%
> CCCc1ccc2ccc3ccccc3c2n1
 : -0.3%	-0.4%
> O=C1C(=Cc2cccc(Cl)c2)Cc2ccccc21
 : -2.7%	-5.5%
> CNC(=O)C1CCC(=O)N1Cc1c[nH]c2ccccc12 (configuration not stated)
 : -1.5%	0.9%
> Cc1ccc(-c2cnc(C(O)c3c(C)cccc3C)[nH]2)cc1 (configuration not stated)
 : 8.4%	-0.3%
> Cc1nc2c(OCCOc3ccc(F)cc3)cccn2c1N(C)C(=O)CCC1CCCC1
 : -29.7%	-4.7%
> CCCS(=O)(=O)NC(=O)C1(C)CCCN(C(=O)c2ccccc2F)C1 (configuration not stated)
 : 13.5%	3.2%
> Cc1nc2c(OCc3ccc(F)c(F)c3)cccn2c1N(C)C(=O)CCC1CCCC1
 : ?	-7.2%
> COc1cccc(NC(=O)C2(C)CCCN(C(C)C)C2)c1 (configuration not stated)
 : -49.7%	-3.0%
> CCc1nc2c(OCc3ccc(F)c(F)c3)cccn2c1N(C)C(=O)c1ccncc1
 : -27.4%	-5.2%
> CCc1nc2c(OCc3cc(Cl)cc(Cl)c3)cccn2c1N(C)C(=O)CC(C)C
 : ?	-4.8%
> Cc1ccc(Cc2c(C(C)(C)C)nc3cc(C)c(Br)c(C)n23)cc1
 : ?	-4.1%
> C[C@H]1CN([C@@H](C)CO)C(=O)CCCn2cc(nn2)CO[C@@H]1CN(C)C(=O)OCc1ccccc1
 : -24.1%	3.7%
> C=Cc1ccc(Cn2c(C)c(C(=O)NCc3cccc(C)c3)sc2=O)cc1
 : -14.3%	-5.4%
> CC(C)N1CCC1(C)C(=O)Nc1cc(-c2ccccc2)nn1C (configuration not stated)
 : 13.5%	-3.1%
> Cc1ccc(Cc2c(-c3ccc(Cl)cc3)nc3c(Cl)cc(C(F)(F)F)cn23)cc1
 : 35.5µM*	-6.3%
> COc1ccccc1Cc1c(C2CCCCC2)nc2ccc(Cl)cn12
 : -30.4%	-17.4%
> COc1ccc(-c2cnc3c(NC(C)=O)cc(-c4ccccc4OC)cn23)cc1OC
 : ?	?
> CN(C)CC#Cc1cccc(-c2nc(C(=O)O)cc3c2[C@@H](CCO)N(S(=O)C(C)(C)C)C3)c1 (some centres not stated)
 : 0.0%	-1.0%
> O=C(/C=C/[C@H]1O[C@@H](n2cnc3c(NC(=O)c4ccccc4)ncnc32)[C@H](O)[C@@H]1O)NCC(c1ccccc1)c1ccccc1
 : ?	-3.7%
> CCc1nc2c(OCc3ccc(C(F)(F)F)cc3)cccn2c1N(C)C(=O)c1ccc(C)cc1
 : ?	-12.9%
> COc1ccc(-c2[nH][nH]c(=O)c2NC(=O)c2ccccn2)cc1
 : ?	0.1%
> COc1ccc(NC(=O)C2(C)Cc3c(-c4cccc(NC(C)=O)c4)ccnc3O2)cn1 (configuration not stated)
 : ?	?
> COc1ccc(NC(=O)C2Cc3c(-c4ccc5c(c4)OCO5)ccnc3O2)cn1 (configuration not stated)
 : -8.3%	-26.8%
> CCc1nc2c(OCC(=O)c3ccc(F)cc3)cccn2c1N(C)C(=O)COc1ccccc1
 : -23.5%	-6.8%
> CC(=O)OC[C@@H]1CN(Cc2ccccc2)C[C@H](n2cnc3c(NC4CCCC4)ncnc32)O1
 : 15.9%	-1.6%
> O=C(Nc1cccc2ccccc12)c1ccc2sc([C@H]3C[C@H](O)[C@@H](CO)O3)nc2c1
 : 19.8%	-4.3%
> CC1(C(=O)N2CCCCC2)CCN1C(=O)Cc1ccc(-c2ccccc2)cc1 (configuration not stated)
 : 6.5%	-1.4%
> CC(C)c1ccc(C(=O)N2CCCC(c3cc(C(=O)Nc4ccc5c(c4)OCO5)no3)C2)cc1 (configuration not stated)
 : 2.5%	0.0%
> CCCCN(CCCC)Cc1cc(=O)oc2ccccc12
 : ?	-1.4%
> CCCN(CCC)Cc1cc(=O)oc2ccc3ccccc3c12
 : ?	-18.2%
> CCOC1=C2[C@@H](CN(S(=O)(=O)c3ccc(C)cc3)[C@H]2c2cccc3ccccc23)[C@H]2C(=O)N(CC)C(=O)[C@H]2C1
 : -8.0%	-2.4%
> N#Cc1ccc(-c2nc3c4ccccc4ccn3c2Cc2ccccc2C(F)(F)F)cc1
 : 22.5%	-8.6%
> CNc1cncc(-c2ccc(NS(C)(=O)=O)cc2)n1
 : -10.5%	?

5 entries picked at random from those above, as already listed:
Each structure is followed by: 12-LOX inh	Vif-A3G inh
> COc1ccccc1Cc1c(C2CCCCC2)nc2ccc(Cl)cn12
 : -30.4%	-17.4%
> COc1cccc(NC(=O)C2(C)CCCN(C(C)C)C2)c1 (configuration not stated)
 : -49.7%	-3.0%
> CCCCN(CCCC)Cc1cc(=O)oc2ccccc12
 : ?	-1.4%
> C=Cc1ccc(Cn2c(C)c(C(=O)NCc3cccc(C)c3)sc2=O)cc1
 : -14.3%	-5.4%
> CC(=O)OC[C@@H]1CN(Cc2ccccc2)C[C@H](n2cnc3c(NC4CCCC4)ncnc32)O1
 : 15.9%	-1.6%

The list goes on:
Each structure is followed by: 12-LOX inh	Vif-A3G inh
> COc1ccc(C(NC(=O)C2CCN(CCc3ccccc3)CC2)c2ccccn2)cc1 (configuration not stated)
 : -3.3%	-0.2%
> CC1(Cc2cccc(F)c2)C(=O)Nc2ccc(S(=O)(=O)NC3CCCCC3)cc21 (configuration not stated)
 : -5.7%	-3.8%
> Cc1ccc(F)cc1C(=O)N1CCCCC1c1cc(C(=O)NC(C)C)no1 (configuration not stated)
 : 11.6%	-0.5%
> COc1ccc(NC(=O)C2(C)Cc3c(-c4cccc(C(N)=O)c4)ccnc3O2)cn1 (configuration not stated)
 : 13.7%	?
> CCNC(=O)Nc1ccc2c(c1)c(=O)n(C)n2CC=C(C)C
 : -20.7%	2.1%
> CCc1nc2ccc(C(=O)NCCOc3ccc(OC)cc3)cn2c1N(C=O)Cc1ccc(OC)cc1
 : -12.3%	-0.3%
> CC1(C(=O)NS(=O)(=O)C2CC2)CCN(C(=O)CSc2ccccc2)C1 (configuration not stated)
 : -16.2%	-0.2%
> COCCNC(=O)C1(C)CCN(C(=O)COc2ccc(Cl)cc2Cl)C1 (configuration not stated)
 : 2.2%	-1.0%
> CC(O)(c1ccccc1)c1nc(-c2csc3ccccc23)cs1 (configuration not stated)
 : ?	-15.5%
> CCCCn1c(O)c2n(c1=O)Cc1ccccc1N=C2c1ccc(C)cc1
 : 3.9%	-9.1%
> Cc1c(C(=O)NCc2ccc3c(c2)OCO3)sc(=O)n1Cc1ccc(S(=O)(=O)N(C)C)cc1
 : -2.2%	-3.0%
> COc1cccc(C(C)(O)c2nc(-c3ccc(F)cc3OC)cs2)c1 (configuration not stated)
 : -16.6%	-1.8%
> COCCNc1nc(NC(C)C)nc2ccsc12
 : -6.1%	-2.7%
> COCCNC(=O)C1(C)CCN(C(=O)C2(c3ccc(Cl)cc3)CCCC2)C1 (configuration not stated)
 : -29.2%	-0.2%
> CCCS(=O)(=O)NC(=O)C1(C)CCN(C(=O)c2ccc(F)c(C)c2)C1 (configuration not stated)
 : -9.0%	-2.9%
> CCOC1=C2[C@@H](CN(S(=O)(=O)c3ccc(C)cc3)[C@H]2c2ccccc2F)[C@H]2C(=O)N(Cc3ccccc3)C(=O)[C@H]2C1
 : ?	-5.7%
> CCOC(=O)C1(C)CCCN(C(=O)C(c2ccccc2)c2ccccc2)C1 (configuration not stated)
 : -4.3%	-1.2%
> CC(=O)Nc1ccc(NC(=O)C2(C)Cc3c(-c4ccc5c(c4)OCO5)ccnc3O2)cc1 (configuration not stated)
 : -0.2%	-9.4%
> CCCNC(=O)C1(C)CCN1C(=O)c1ccc(C(C)(C)C)cc1 (configuration not stated)
 : -17.5%	-1.6%
> CC1(C(=O)Nc2cccc3ccccc23)CCN1C(=O)Cc1ccc(Cl)cc1Cl (configuration not stated)
 : -12.1%	-7.0%
> Cc1nc2ccc(C(=O)Nc3cccc(OCC(=O)N(C)C)c3)cn2c1N(C)CC1CCCCC1
 : -3.8%	-5.1%
> CC1(C(=O)NS(=O)(=O)c2ccccc2Cl)CCN1C(=O)CC1CC1 (configuration not stated)
 : ?	-4.1%
> CCOc1ccc(Cl)cc1-c1cc(C(=O)NCCOC)[nH]n1
 : 8.2%	-1.4%
> CC(=O)N1CCN(Cc2cc(=O)oc3cc(C)ccc23)CC1
 : -29.8%	-3.8%
> CC1(C(=O)NS(=O)(=O)C2CC2)CCCN(C(=O)c2ccccc2)C1 (configuration not stated)
 : -37.7%	2.2%
> O=C(/C=C/[C@H]1O[C@@H](n2ccc(=O)[nH]c2=O)[C@H](O)[C@@H]1O)N1CCN(Cc2ccc(F)cc2)CC1
 : 68.1%[activator]	-1.5%
> Cn1nc(C(C)(C)C)cc1C(=O)N1CCCCC1c1cc(C(=O)Nc2cccc(C#N)c2)no1 (configuration not stated)
 : -42.7%	-2.3%
> Cn1c(=O)c2cc(NC(=O)Cc3ccccc3F)ccc2n1C/C=C/c1ccccc1
 : -18.0%	-7.1%
> O=S1(=O)CC(N2CCCC2)CN1Cc1ccccc1 (configuration not stated)
 : -18.8%	1.8%
> COc1ccccc1Cc1c(-c2ccccc2)nc2ccc(Cl)cn12
 : ?	-16.3%
> Cc1cc(Cl)ccc1C(O)c1ncc(-c2cccc(F)c2)[nH]1 (configuration not stated)
 : -2.8%	-5.7%
> COc1ccc(-n2nnnc2C(c2cc3ccccc3o2)N2CCN(C/C=C/c3ccccc3)CC2)cc1 (configuration not stated)
 : ?	-2.3%
> CCc1nc2ccc(C(=O)NCc3ccc4c(c3)OCO4)cn2c1N(CCC(C)C)CCN(C)C
 : ?	2.9%

Screening results: PubChem BioAssay, National Center for Advancing Translational Sciences (NCATS)

Not all compounds are listed; rates above refer to the full screens.
